MCF10A rerep – inducers of DNA re-replication in MCF 10A breast cells; AID 624296; Potency, µM (highest dose often 46.1 µM), for inactives: top-dose activity, positive = re-replication, actives largely listed as activators; hit rate 2.9% among 350,000; MCF 10A DNA re-replication, Hoechst nuclear intensity, 48 h; also: % of control where 0% means no effect; nearly all actives have a fitted effect of over 50% in size
HepG2 viability – counter-screen for TGF-b inhibitors: cytotoxicity in HepG2 cells | HepG2 CAGA-GFP viability, ATP luminescence, 18 h | Potency, µM (highest dose often 46.1 µM), inactives show at the top dose activity change, negative = cytotoxicity, most hits filed as cytotoxic | hit rate 0.76% among 410,000 | AID 588856; also: some results filed as inactive show a strong effect at the top dose
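HepG2 CAGA-GFP cells (1000/well, DMEM with 1% FBS) received compound, then TGF-beta at 500 pg/mL final, and were incubated 18 hours at 37 degrees C. Viability was read by CellTiter-Glo luminescence. Media-only wells were set as complete cell-killing and DMSO as no toxicity.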
ATXN2 expr inh – ATXN2 expression inhibition; HEK-293 ATXN2-luciferase reporter, luminescence, 24 h; Potency, µM (titrated, usually from 57 µM), inactives show at the top dose activity change, negative = inhibition, usual class: inhibitors; hit rate 0.72% among 360,000; also: % is scaled to controls: 0 for no effect and ±100 for the full control effect; nearly all actives have a fitted effect of over 55% in size
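qHTS (up to 57 uM final) was run with 24 h compound exposure of reporter cells at 37 °C. Each well was multiplexed: SteadyGlo luminescence measured ATXN2-luciferase expression after a fluorogenic Gly-Phe-AFC viability readout (25 uM final).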
ATXN viability – cell viability loss in ATXN counter-screen | S2 cells (HEK-293 line with an ATXN2-luciferase reporter) viability, CellTiter-Fluor protease fluorescence, 24 h | Potency, µM (top dose mostly 56.7 µM), actives largely listed as cytotoxic | hit rate 0.49% among 400,000; also: nearly all actives have a fitted effect of over 40% in size
TGFb inhibitor – inhibitors of TGF-b signaling. Potency, µM (highest dose often 46.1 µM), inactives show top-dose activity, negative = inhibition, actives largely listed as inhibitors. HepG2 CAGA-GFP TGF-b/SMAD3 reporter, GFP fluorescence, 18 h; TGF-beta stimulated, 500 pg/mL final. hit rate 1.2% among 410,000; also: % is scaled to controls: 0 for no effect and ±100 for the full control effect; nearly all actives have a fitted effect of over 65% in size
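Per well, imaged GFP fluorescence of HEPG2 CAGA-GFP cells gives the signal; cells get compound, then TGF-beta (500 pg/mL final), 18 h at 37 degrees C; %Activity versus -TGF-beta and +DMSO controls.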
The depositor's hits bear a star; i = inactive; u = inconclusive; x = no result given; & = joins results of further samples; [ ] = remark or other dose. Calls follow the shape of the dose curve; as a rule, active = well fitted curve in the direction sought with a large enough effect; inconclusive = small, poorly fitted or top-dose-only effect, or another doubt; inactive = no such curve, though single readings can be large; an effect the other way counts as inactive or inconclusive. Potency is read from the fitted curve at half-maximal effect. Not all compounds are listed; the hit share may differ from the screen's.

Structure	MCF10A rerep	HepG2 viability	ATXN2 expr inh	ATXN viability	TGFb inhibitor
FC(F)(F)c1ccc(C=Cc2nc(COc3ccc(CCCCn4ccnn4)cc3)co2)cc1	x	x	u	x	x
CN(C)CC(C)(C)CNc1nn2c(-c3ccccc3)nnc2cc1C1CCC1	x	x	0.77µM*	x	x
Nc1nccc(Oc2ccc(NC(=O)c3c[nH]cc(-c4ccc(F)cc4)c3=O)cc2F)c1Cl	x	x	31µM*	x	x
CC1(C)S[C@H]2[C@H](NC(=O)[C@@H](N)c3ccc(O)cc3)C(=O)N2[C@@H]1C(=O)O	x	x	4%	x	x
Fc1ccc(Cl)cc1-c1nc(Nc2ccncc2)c2nccnc2n1	x	x	u	x	x
CN[C@@H]1[C@@H](O)[C@@H](O[C@@H]2[C@@H](O)[C@H](O[C@H]3O[C@H](CN)[C@@H](O)[C@H](O)[C@@H]3O)[C@@H](N)C[C@@H]2NC(=O)[C@@H](O)CN)OC[C@]1(C)O	x	x	5%	x	x
CC(C)(O)c1cc2nc(-c3cnc(N)nc3)nc(N3CCOCC3)c2s1	x	x	u	x	x
C[C@H]1O[C@H](O[C@H]2[C@H](O)[C@@H](O)[C@@H](O[C@H]3[C@H](O)[C@@H](O)C(O)O[C@H]3CO)O[C@H]2CO)[C@H](O)[C@@H](O)[C@H]1N[C@H]1C=C(CO)[C@@H](O)[C@H](O)[C@@H]1O (stereo not given in full)	x	x	13%	x	x
Cc1ccc2nc(NC(=O)CSc3nc4c(c(=O)n3-c3ccccc3)SCC4)sc2c1	x	x	u	x	x
COc1ccc(C2Sc3ccccc3N(CCN(C)C)C(=O)C2OC(C)=O)cc1 (stereo not given)	x	x	-8%	x	x
CCNC(=O)[C@H]1O[C@@H](n2cnc3c(N)nc(NCCc4ccc(CCC(=O)O)cc4)nc32)[C@H](O)[C@H]1O	x	x	-1%	x	x
CS(=O)(=O)c1ccc(C(=O)Nc2ccc(Cl)c(-c3ccccn3)c2)c(Cl)c1	x	x	-5%	x	x
NC(=O)c1cccc(N)c1	x	x	10%	x	x
c1ccc2c(Cc3c[nH]c4ccccc34)c[nH]c2c1	x	x	17%	x	x
O=C(O)c1ccc2cc(-c3ccc(O)c(C45CC6CC(CC(C6)C4)C5)c3)ccc2c1	x	x	1.9µM*	x	x
CC(C)C(=O)Oc1ccc(CO)cc1[C@H](CCN(C(C)C)C(C)C)c1ccccc1	x	x	-17%	x	x
Cc1cc(OCCCS(C)(=O)=O)cc(C)c1-c1cccc(COc2ccc3c(c2)OC[C@H]3CC(=O)O)c1	x	x	u	x	x
NS(=O)(=O)c1ccc(Nc2nc(OCC3CCCCC3)c3[nH]cnc3n2)cc1	x	x	u	x	x
CN(C)Cc1cccc(N=C(c2ccccc2)c2c(O)[nH]c3cc(C(=O)N(C)C)ccc23)c1	x	x	u	x	x
CCOC(=O)[C@H]1O[C@H]1C(=O)N[C@@H](CC(C)C)C(=O)NCCC(C)C	x	x	0%	x	x
COc1ccc(C[C@@H](C)[C@@H](C)Cc2ccc(OC)c(OC)c2)cc1OC	x	x	u	x	x
CN(C)c1ccc(C(=C2C=CC(=[N+](C)C)C=C2)c2c(O)c(S(=O)(=O)[O-])cc3cc(S(=O)(=O)O)ccc23)cc1	-2%	-4%	x	x	-7%
COc1cc2[nH]c(C)c(CCN3CCN(c4ccccc4)CC3)c2cc1OC	x	-8%	x	i	-37%
CNC[C@@H](O)[C@@H](O)[C@H](O)[C@H](O)CO	0%	x	11%	x	x
O=C(O)c1nc(=O)[nH]c(=O)[nH]1	0%	x	-16%[25.6 µM]	x	x
C[Se]CCC(N)C(=O)O (stereo not given)	-1%	x	1%[116 µM]	x	x
CCCCCCCCCCCCCCCCCCCCCCO	2%	x	-1%	x	x
O=C1OC(CN2CCOCC2)CN1/N=C/c1ccc([N+](=O)[O-])o1 (stereo not given)	x	x	-23%	i	x
O=c1[nH]c(=O)n([C@H]2CCCO2)cc1F	x	x	7%	i	x
C[C@@H](O)[C@H]1C(=O)N2C(C(=O)O)=C(SCCN=CN)C[C@H]12	x	x	2%	i	x
O=C(O)Cn1cnnn1	x	x	3%	i	x
CCOC(=O)OCC/C(SC(=O)OCC)=C(\C)N(C=O)Cc1cnc(C)nc1N	x	x	2%	i	x
O=C1CC(c2ccc(Cl)cc2)CC(=O)N1	x	x	-1%	i	x
CCOC(=O)c1ccc(NC(=O)CN2CCCCC2)cc1	x	x	28%	i	x
COc1cc(OC)nc(O[C@H](C(=O)O)C(OC)(c2ccccc2)c2ccccc2)n1	x	x	8%	i	x
CC(=O)O[C@@H]1C(=O)O[C@@H]2[C@H]1OC(=O)[C@@H]2OC(C)=O	x	x	-18%	i	x
NCCCC(N)CC(=O)NCC1NC(=O)C(CO)NC(=O)C(N)CNC(=O)C(C2CCN=C(N)N2)NC(=O)C(=CNC(N)=O)NC1=O (stereo not given)	x	x	12%[0.709 µM]	i[0.575 µM]	x
COCCCN1CCC(NC(=O)c2cc(Cl)c(N)c3c2OCC3)CC1	x	x	50%&8%[activator]	i	x
C[C@]12C=CC(=O)C=C1[C@@H](F)C[C@@H]1[C@@H]2[C@@H](O)C[C@@]2(C)[C@H]1CC[C@]2(O)C(=O)CO	x	x	-2%	i	x
CN(CC1(C)CCCO1)S(=O)(=O)c1ccc(Cl)c(S(N)(=O)=O)c1 (stereo not given)	x	x	11%	i	x
O=c1[nH]sc2cc(Cl)ccc12	x	x	u	u	x
CC[C@]1(O)C[C@H]2CN(CCC3=c4ccccc4=N[C]3[C@@](C(=O)OC)(c3cc4c(cc3OC)N(C)[C@H]3[C@@](O)(C(N)=O)[C@H](O)[C@]5(CC)C=CCN6CC[C@]43[C@@H]65)C2)C1	x	x	u	u	x
C[C@@]12CCC[C@H]1[C@@H]1CC[C@H]3C[C@@H](O)CC[C@]3(C)[C@H]1CC2	x	x	12%	25µM*	x
C[C@@H](O[C@H]1OCCN(Cc2n[nH]c(=O)[nH]2)[C@H]1c1ccc(F)cc1)c1cc(C(F)(F)F)cc(C(F)(F)F)c1	x	x	u	u	x
O=C1CC[C@H](C(=O)N2CCCCC2)N1	x	x	13%	i	x
Cn1c(=O)c2c(ncn2CC(=O)O)n(C)c1=O	x	x	3%	i	x
CCO[C@H](Cc1ccc(OCCc2ccc(OS(C)(=O)=O)cc2)cc1)C(=O)O	x	x	16%	i	x
Nc1c(NC/C=C\COc2cc(CN3CCCCC3)ccn2)c(=O)c1=O	x	x	3%[25.6 µM]	u	x
COCCOCC(OC)OC	x	x	5%	i	x
Cc1ccc(C(=O)C(=O)O)cc1C	x	x	2%	i	x
C[C@H]1O[C@H](O[C@H]2[C@H](O)[C@@H](O)[C@@H](O[C@H]3[C@H](O)[C@@H](O)[C@H](O)O[C@@H]3CO)O[C@@H]2CO)[C@H](O)[C@@H](O)[C@@H]1N[C@H]1C=C(CO)[C@@H](O)[C@H](O)[C@H]1O	x	x	2%	i	x
CC(=O)OCC(=O)[C@@]1(O)CCC2C3CCC4=CC(=O)CC[C@]4(C)C3[C@@H](O)C[C@@]21C (stereo not given in full)	x	x	-11%	i	x
C=CC[N+]1([C@H]2C[C@H]3[C@@H]4CC[C@H]5C[C@H](OC(C)=O)[C@@H](N6CCCCC6)C[C@]5(C)[C@H]4CC[C@]3(C)[C@H]2OC(=O)CC)CCCCC1	x	x	1%	u	x
CCCCOC(=O)CCCCCCCCC(=O)OCCCC	x	x	10%	i	x
CN(C)CCOC1=Cc2ccccc2Sc2ccc(Cl)cc21	x	x	u	u	x
O=C(CS)Nc1ccccc1	x	x	19%	i	x
CCOC(=O)Oc1ccc(CCNC(=O)[C@H](CCSC)NC(C)=O)cc1OC(=O)OCC	x	x	12%	i	x
COc1cccc2c1C(=O)c1c(O)c3c(c(O)c1C2=O)C[C@@](O)(C(=O)CO)C[C@@H]3O[C@H]1C[C@H](N)[C@H](O[C@@H]2CCCCO2)[C@H](C)O1	x	x	0.4µM*	16µM*	x
NC(=O)c1cc[n+](CC2=C(C(=O)[O-])N3C(=O)[C@@H](NC(=O)Cc4cccs4)[C@H]3SC2)cc1	x	x	2%	i	x
CCCCCCOC(=O)NC(=N)c1ccc(NCc2nc3cc(C(=O)N(CCC(=O)OCC)c4ccccn4)ccc3n2C)cc1	x	x	32µM*	32µM*	x

An excerpt of these results, with values under each structure:
Results follow in this order: MCF10A rerep, HepG2 viability, ATXN2 expr inh, ATXN viability, TGFb inhibitor
CCO[C@H](Cc1ccc(OCCc2ccc(OS(C)(=O)=O)cc2)cc1)C(=O)O
→ x, x, 16%, i, x
Nc1c(NC/C=C\COc2cc(CN3CCCCC3)ccn2)c(=O)c1=O
→ x, x, 3%[25.6 µM], u, x
COCCOCC(OC)OC
→ x, x, 5%, i, x
Cc1ccc(C(=O)C(=O)O)cc1C
→ x, x, 2%, i, x
C[C@H]1O[C@H](O[C@H]2[C@H](O)[C@@H](O)[C@@H](O[C@H]3[C@H](O)[C@@H](O)[C@H](O)O[C@@H]3CO)O[C@@H]2CO)[C@H](O)[C@@H](O)[C@@H]1N[C@H]1C=C(CO)[C@@H](O)[C@H](O)[C@H]1O
→ x, x, 2%, i, x
CC(=O)OCC(=O)[C@@]1(O)CCC2C3CCC4=CC(=O)CC[C@]4(C)C3[C@@H](O)C[C@@]21C (stereo not given in full)
→ x, x, -11%, i, x
C=CC[N+]1([C@H]2C[C@H]3[C@@H]4CC[C@H]5C[C@H](OC(C)=O)[C@@H](N6CCCCC6)C[C@]5(C)[C@H]4CC[C@]3(C)[C@H]2OC(=O)CC)CCCCC1
→ x, x, 1%, u, x
CCCCOC(=O)CCCCCCCCC(=O)OCCCC
→ x, x, 10%, i, x
CN(C)CCOC1=Cc2ccccc2Sc2ccc(Cl)cc21
→ x, x, u, u, x
O=C(CS)Nc1ccccc1
→ x, x, 19%, i, x
CCOC(=O)Oc1ccc(CCNC(=O)[C@H](CCSC)NC(C)=O)cc1OC(=O)OCC
→ x, x, 12%, i, x
COc1cccc2c1C(=O)c1c(O)c3c(c(O)c1C2=O)C[C@@](O)(C(=O)CO)C[C@@H]3O[C@H]1C[C@H](N)[C@H](O[C@@H]2CCCCO2)[C@H](C)O1
→ x, x, 0.4µM*, 16µM*, x

Other results follow:
Structure	MCF10A rerep	HepG2 viability	ATXN2 expr inh	ATXN viability	TGFb inhibitor
CC(=O)N(CC(O)CN(C(C)=O)c1c(I)c(C(=O)NCC(O)CO)c(I)c(C(=O)NCC(O)CO)c1I)c1c(I)c(C(=O)NCC(O)CO)c(I)c(C(=O)NCC(O)CO)c1I (stereo not given)	x	x	3%	i	x
CCN(CC)CCN	x	x	3%	i	x
CCC(=O)OCC(=O)[C@@]1(OC(=O)CC)[C@@H](C)C[C@@H]2[C@H]3CCC4=CC(=O)C=C[C@]4(C)[C@@]3(F)[C@@H](O)C[C@@]21C	x	x	u	u	x
Nc1ccc(C(=O)N2CC3CC(CN(Cc4ccccc4)C3)C2)cc1	x	x	0%	i	x
Nc1ncnc2c1ncn2[C@@H]1O[C@@H](CO)[C@H](O)[C@H]1O	x	x	-6%[25.6 µM]	i	x
CCCCCC1Nc2cc(C(F)(F)F)c(S(N)(=O)=O)cc2S(=O)(=O)N1 (stereo not given)	x	x	-1%	i	x
Cn1cc(C(=O)[C@@H]2CCc3nc[nH]c3C2)c2ccccc21	x	x	-9%	i	x
CCC(C(=O)NC(=O)NC(C)=O)c1ccccc1 (stereo not given)	x	x	-3%	i	x
C/C(=N/NC(=O)c1ccncc1)C(=O)O	x	x	8%	i	x
CN(C)CCc1c[nH]c2ccc(C[C@H]3COC(=O)N3)cc12	x	x	-1%&14%	i	x
CCCCCOc1ccc(C2SC(=O)NC2=O)cc1OCC (stereo not given)	x	x	14%	i	x
